Screening data: PubChem BioAssay, several laboratories
HIF act: HIF pathway transcriptional activation. activation, % at 7.5 µM (by protocol). 0.32% of 300,000 active. U2OS HRE-luciferase reporter, luminescence; normalized: DMSO 0%, desferrioxamine 100%;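 active means mean activation of at least 10% of the iron chelator positive control signal, with at least half of replicates also reaching 10%; inconclusive means mean and replicate majority disagree about reaching 10%; inactive means mean and most replicates under 10%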
TRPC4 PAM: allosterically enhances the mouse TRPC4 cation channel; HEK293 TRPC4beta/mu-opioid, DAMGO EC20, Fluo-4 Ca2+ flux; stronger effect = higher value; Q9QUQ5; B-score at 10 µM; 0.42% of 310,000 active;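 active means B-score of calcium response area above 5 SD of library B-scores, with initial fluorescence ratio within 5 SD of library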;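 further: B-score of integrated fluorescence ratio over time as area under calcium response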
aSyn 5UTR inh: MLPCN primary screen, SNCA 5' untranslated region. alpha-synuclein 5'UTR reporter, inhibitor activity. inhibition, % (tested at 7.5 µM). 0.82% of 300,000 active. AID 1813; in the data active means inhibition above about 60%; inconclusive means no clear call, values can overlap the other calls;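 further: H4 neuroglioblastoma cells stably carrying SNCA 5'UTR luciferase fusion; 0% = DMSO wells and 100% = positive control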
TRPC6 activator: activates the mouse TRPC6 cation channel; HEK293-TRPC6 membrane potential dye fluorescence; stronger effect = higher value; B-score at 10 µM; 0.13% of 310,000 active; AID 2550;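 active means B-score of the integrated fluorescence ratio above library mean plus 3 SD, and starting fluorescence ratio within library mean plus 5 SD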;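 further: higher score means more depolarization so channel activation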
TRPC4 act: TRPC4 (mouse) channel activation; 0.49% of 310,000 active; Q9QUQ5; HEK293 TRPC4beta/mu-opioid, Fluo4 calcium fluorescence; stronger effect = higher value; B-score at 10 µM;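 active means B-score above 5 SD of library B-scores, and initial fluorescence ratio not above library mean plus 5 SD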;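 further: positive B-score marks a calcium rise read as TRPC4 activation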
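System – HEK293 cells stably co-expressing mouse TRPC4beta and mu-opioid receptor · Signal – Fluo4 calcium-sensitive dye fluorescence, kinetic, 1 Hz baseline · Benchmarks – buffer (low) and maximal DAMGO (high) · Read-out – B score of integrated fluorescence ratio per well · Incubation – dye loading 45 min room temperature, 110 s kinetic read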
TRPC4 block: blocks the mouse TRPC4 cation channel. Q9QUQ5. HEK293 TRPC4beta/mu-opioid, DAMGO-evoked Fluo4 calcium flux; stronger effect = lower value. B-score at 10 µM. 0.39% of 300,000 active. AID 2247;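 active means B-score over 3 SD under the library average, no early fluorescence shift, positive overall ratio signal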
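Assay system – HEK293 line stably carrying TRPC4beta and mu-opioid receptor · Doses – single dose · Detection – Fluo4 calcium-dye fluorescence, kinetic read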
KLF5 inhibitor: kruppel-like factor 5 inhibition; DLD-1 KLF5 promoter-luciferase reporter, luminescence; inhibition, % at 5 µM; 0.23% of 290,000 active;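 active means inhibition above a per-plate limit of that plate's mean compound inhibition plus 3 SD, cut at about 60% in these data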;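 further: 0% = DMSO wells and 100% = LY294002 at 200 µM; higher means less KLF5 promoter-driven luciferase light; inactives centre near -14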
TRPC6 inhibitor: inhibitors of mouse TRPC6 channel. Q61143. HEK293-TRPC6, membrane potential dye, ACh-evoked depolarization; stronger effect = lower value. 1.1% of 310,000 active. B-score at 10 µM;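 active means B-score under library mean minus 3 SD, initial fluorescence not abnormally high, positive integrated signal ratio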;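 further: B-score derived from integrated fluorescence ratio over the kinetic read; more negative B-score means stronger inhibition of depolarization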
MrgX1 antagonist: blocks BAM8-22 activation of human MrgX1 receptor; Q96LB2; MRGX1-HEK293 calcium flux, Fluo-4, BAM8-22 antagonism; stronger effect = lower value; B-score at 10 µM; 1.3% of 310,000 active; AID 588676;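 active means calcium-response B-score plate-corrected more than 3 library SD below zero, starting fluorescence within 5 deviations, no agonist response on first addition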;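 further: peak minus trough fluorescence over baseline after final BAM8-22 challenge near maximal dose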
Target sequence (Q96LB2 whole entry, looked up): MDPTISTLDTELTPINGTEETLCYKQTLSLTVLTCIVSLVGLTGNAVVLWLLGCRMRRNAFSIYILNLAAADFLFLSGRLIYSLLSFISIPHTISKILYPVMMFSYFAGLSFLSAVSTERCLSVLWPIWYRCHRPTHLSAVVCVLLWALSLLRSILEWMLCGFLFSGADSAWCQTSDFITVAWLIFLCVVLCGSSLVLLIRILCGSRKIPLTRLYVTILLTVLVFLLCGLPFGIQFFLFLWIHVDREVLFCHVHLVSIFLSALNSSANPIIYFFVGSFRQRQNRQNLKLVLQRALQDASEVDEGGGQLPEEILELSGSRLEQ
IEC-6 tox: kills IEC-6 intestinal cells in KLF5 counter-screen. inhibition, % at 5 µM. IEC-6 cytotoxicity, luminescence viability. 0.78% of 290,000 active; in the data active means inhibition above about 22%;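 further: 0% = plate median of test compound wells and 100% = cytotoxic reference compound wells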
SKKanGAS inh: blocks kanamycin growth of S. pyogenes SKKanGAS strain | BacTiter-Glo, 6 h | inhibition, % at 7.5 µM | 1.3% of 300,000 active;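 active means mean replicate score, as percent of positive control median, at least 50; inconclusive means mean below 50 but one replicate at or above 50; inactive means mean and every replicate below 50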;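 further: strain carries kanamycin resistance gene driven by streptokinase promoter and grows in 40 µg/ml kanamycin; loss of luminescence reflects streptokinase promoter inhibition or plain growth inhibition; 0% = median of DMSO wells and 100% = positive control at its reference dose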
* hit, by the source's call; i = inactive; ? = inconclusive; . = not tested or not shown.

nr	canonical_smiles	HIF act	TRPC4 PAM	aSyn 5UTR inh	TRPC6 activator	TRPC4 act	TRPC4 block	KLF5 inhibitor	TRPC6 inhibitor	MrgX1 antagonist	IEC-6 tox	SKKanGAS inh
1	O=C(NCC1CC1)c1cc(-c2ccccc2)nn1CC1CC(c2cccc([N+](=O)[O-])c2)=NO1 (stereo not drawn)	-0.1	i	18	i	i	i	.	i	i	.	-4
2	CCc1ccc(-c2nc(CS(=O)CC(=O)NCCCN3CCC(C)CC3)c(C)o2)cc1 (stereo not drawn)	0.5	i	-7	i	i	i	-43	i	i	0	-4
3	Cc1cc(C)n(/N=C\c2c(O)ccc3ccccc23)c(=O)c1C(N)=O	-0.8	i	7	i	i	i	-40	i	i	-2	0
4	CC(C)(C)C(=O)Nc1ccc(C(=O)NNC(=O)Cc2ccccc2)cc1	0.1	i	-15	i	i	i	-18	i	i	-4	8
5	C=C(C)C1CC=C(C)/C(=N\NC(=O)CNc2cccc3ccccc23)C1 (stereo not drawn)	0.7	i	-39	i	i	i	-12	i	i	-1	1
6	Cc1ccc(S(=O)(=O)NCCC(=O)NC2CCCC2)cc1	-0.4	i	19	i	i	i	-23	i	i	0	-2
7	CCOC(=O)c1ccc(NS(=O)(=O)c2ccc3c(c2)CCCN3C(C)=O)cc1	0.2	i	-16	i	i	i	-26	i	i	-3	11
8	Cc1ccccc1N1CCN(CC(=O)Nc2nc(C)c(C(=O)N(C)C)s2)CC1	0.8	i	8	i	i	i	16	i	i	4	5
9	CNC(=O)C(=O)Nc1nc(C23CC4CC(CC(C4)C2)C3)cs1	1.6	i	-129	i	i	i	3	i	i	4	7
10	COc1ccccc1-n1nnnc1SCc1cc2c(cc1Br)OCO2	-0.3	i	13	i	i	i	-28	i	i	1	38
11	CCCCn1c(=O)c(-[n+]2ccccc2)c([O-])c2ccccc21	-1.1	i	0	i	i	i	-29	i	i	-2	1
12	CC12CCC(=O)N1C(C(=O)N1CCN(S(=O)(=O)c3ccc(Br)cc3Cl)CC1)CS2 (stereo not drawn)	0.7	i	19	i	i	i	.	i	i	.	-1
13	CCCCc1cc(=O)oc2c(CN3CCCC3)c(O)c(Cl)cc12	0.7	i	12	i	i	i	-14	i	i	-5	5
14	C/C(=N\NC(=O)c1ccccc1)c1cccc(Br)c1	2.0	i	-110	i	i	i	-24	i	i	0	2
15	COc1cccc(CN2CC(C(=O)N(C)C3CCOCC3)CCC2=O)c1 (stereo not drawn)	0.3	i	-2	i	i	i	-6	i	i	1	1
16	CCn1cc(CCCC(=O)NCc2ccccc2OC)c2ccccc21	0.6	i	-4	i	i	i	-27	i	i	-6	0
17	COc1ccc(CCNS(=O)(=O)c2ccc(OC)cc2)cc1	-0.1	i	4	i	i	i	-1	i	i	5	-7
18	O=c1[nH]c2ccccc2nc1CCc1ccccc1	3.5	i	-90	i	i	i	-47	i	i	-5	-1
19	CCN=C1S/C(=C\c2ccc(Sc3ccc(Cl)cc3)o2)C(=O)N1CC	-0.3	i	?	i	i	i	3	i	i	8	-6
20	CCOc1ncccc1C(=O)N=C1SCCN1C(=O)c1cccnc1OCC	0.5	i	20	i	i	i	-9	i	i	-2	-2
21	O=C(CSc1nnnn1-c1cccnc1)NCc1cccs1	0.3	i	7	i	i	i	-38	i	i	-8	2
22	Cc1ccccc1OCCn1cc(/C=C(\C#N)C(=O)NCc2ccco2)c2ccccc21	-0.2	i	25	i	i	i	3	i	i	1	10
23	COc1ccccc1Oc1ccc(S(=O)(=O)N2CCCCC2)cc1NC(=O)CCNC(C)=O	-0.6	i	-17	i	i	i	-8	i	i	0	7
24	Cc1ccc(-n2nnnc2SCC(=O)c2cc(C)n(CC3CCCO3)c2C)cc1 (stereo not drawn)	-0.2	i	-28	i	i	i	.	i	i	.	-3
25	Cc1ccc(S(=O)(=O)N2CCCC2C(=O)OCc2ccco2)cc1 (stereo not drawn)	-0.1	i	-6	i	i	i	-21	i	i	4	3
26	COC(=O)c1ccc(CN2CCC(CO)(Cc3ccccc3Cl)CC2)cc1	0.2	i	2	i	i	i	-4	i	i	2	-6
27	CC(NCC(O)COc1ccc(Br)cc1)c1ccccc1 (stereo not drawn)	-0.2	i	16	i	i	i	-30	i	i	6	-4
28	CCc1nc(C)ccc1OCC(=O)N1CCc2c([nH]c3ccccc23)C1c1ccccn1 (stereo not drawn)	.	i	.	i	i	i	-25	i	i	7	4
29	Cc1cc(C)n(CC(=O)N2N=C(C(F)F)CC2(O)C(F)F)n1 (stereo not drawn)	-0.1	i	-3	i	i	i	-21	i	i	-3	-5
30	COCCn1c(=NC(=O)CCS(=O)(=O)c2ccccc2)sc2cc(C)ccc21	0.3	i	8	i	i	i	-23	i	i	-5	-2
31	CCC(=O)Nc1cc(-c2nnc(OC)c3ccccc23)ccc1N1CCOCC1	-1.6	i	11	i	i	i	-20	i	i	0	2
32	CN1C(=O)c2ccccc2C(C(=O)NCCCN2CCCC2)C1c1c[nH]c2ccccc12 (stereo not drawn)	0.4	i	5	i	i	i	-33	i	i	1	3
33	COC(=O)c1cc(COC(=O)c2ccc(OC)c(S(=O)(=O)N3CCCC3)c2)oc1C	0.1	i	10	i	i	i	-3	i	.	-1	5
34	O=C(CCCn1c(=S)[nH]c2cc3c(cc2c1=O)OCO3)NC1CC1	0.1	i	-30	i	i	i	-6	i	i	0	-2
35	CCN(CC)CCCN1C(=O)c2oc3ccccc3c(=O)c2C1c1cccnc1 (stereo not drawn)	0.0	i	10	i	i	i	-17	i	i	2	-1
36	O=C(NC(NC(=S)Nc1cccc(Cl)c1)C(Cl)(Cl)Cl)OCc1ccccc1 (stereo not drawn)	0.5	i	2	i	i	i	-36	i	i	-6	122*
37	Cc1noc(C)c1C(=O)N1CCCC1	-0.6	i	-9	i	i	i	-30	i	i	2	-2
38	Cc1ccc(S(=O)(=O)NCC2CCC(C(=O)NC3CCCCC3)CC2)cc1 (stereo not drawn)	0.8	i	-1	i	i	i	-46	i	i	-1	3
39	CCCCn1c(N)c(N(CCOC)C(=O)C2CCN(S(=O)(=O)c3ccc(C)cc3C)CC2)c(=O)[nH]c1=O	-0.8	i	9	i	i	i	.	i	i	.	-1
40	CSC(SC)=C(C#N)C(=O)c1ccccc1	1.4	i	-25	i	i	i	9	i	i	11	-2
41	CN(Cc1ccccc1)C(=O)CCn1c(=O)oc2ccccc21	0.3	i	-16	i	i	i	-27	i	i	7	-2
42	Cc1nonc1NC(=O)c1ccc(Cl)c(S(=O)(=O)N2CCCCC2)c1	-0.1	i	-13	i	i	i	-14	i	i	1	7
43	CN(C)S(=O)(=O)c1ccc(Cl)c(-c2nnc3n2CCCCC3)c1	0.0	i	33	i	i	i	-7	i	i	-2	-8
44	NNC(=O)c1nn(-c2ccccc2)cc1O	-0.8	i	83*	i	i	i	-12	i	i	-3	-3
45	Cc1cc(NC(=O)CC(CN(C)S(=O)(=O)c2ccccc2)c2ccccc2)no1 (stereo not drawn)	0.1	i	6	i	i	i	7	i	i	-1	-3
46	Cc1ccc(OCc2cc(C(=O)NCC(C)(C)N3CCOCC3)no2)cc1C	4.0	i	-122	i	i	i	-186	i	i	6	-13
47	COc1ccc(N2C(=O)CSC(c3ccccc3)C2=O)cc1 (stereo not drawn)	-0.1	i	1	i	i	i	-19	i	i	3	-2
48	C=CCOc1ccc(/C=C2/C(=O)ON=C2C)cc1OCC	-1.4	i	-15	i	i	i	-29	i	i	-10	-1
49	Cc1nn(-c2ccccc2)c(C)c1NC(=O)COC(=O)C1CC(=O)N(CCc2ccccc2)C1 (stereo not drawn)	-0.4	i	-7	i	i	i	.	i	i	.	25
50	Cc1cccn2c(=O)c3cc(C(=O)N4COCC4(C)C)n(Cc4ccccc4)c3nc12	0.0	i	11	i	i	i	.	i	i	.	-2

(continued)
nr	canonical_smiles	HIF act	TRPC4 PAM	aSyn 5UTR inh	TRPC6 activator	TRPC4 act	TRPC4 block	KLF5 inhibitor	TRPC6 inhibitor	MrgX1 antagonist	IEC-6 tox	SKKanGAS inh
51	O=C(CCCCn1c(=O)c2ccccc2n(Cc2ccccc2F)c1=O)NC1CCN(Cc2ccccc2)CC1	-0.9	12*	13	i	i	i	0	i	i	-11	-2
52	O=C(NCCCN1CCOCC1)c1nn2c(C(F)(F)F)cc(-c3ccco3)nc2c1Cl	-0.5	i	8	i	i	i	-33	i	i	1	-6
53	CCCn1nnc(NC(=O)c2cccnc2Cl)n1	-0.8	i	-2	i	i	i	-7	i	i	1	2
54	COc1ccc(CCC(=O)NCCS(=O)(=O)N2CCN(c3ccc(F)cc3)CC2)cc1	1.0	i	9	i	i	i	.	i	i	.	2
55	CCOc1cc(/C=C/C(=O)O)ccc1OCCO	1.2	i	10	i	i	i	-11	i	i	11	12
56	O=C(N/N=C\c1ccccc1)c1cccc(C(=O)N/N=C\c2ccccc2)n1	-0.6	i	-17	i	i	i	.	i	i	.	4
57	CCSCc1nnc(SCC(=O)Nc2cccc(SC)c2)n1C	0.2	i	2	i	i	i	-13	i	i	0	-1
58	C=CCn1c(=O)c(C(=O)NCCc2ccc(Cl)cc2)c(O)c2cc(OC)c(OC)cc21	-39	i	-9	i	i	i	-27	i	i	1	-3
59	CCOc1ccc(CCNC(=O)COC(=O)c2cc(S(=O)(=O)N3CCOCC3)ccc2F)cc1OCC	0.7	i	1	i	i	i	2	i	i	1	11
60	COCCn1c(SCC(=O)N(C)c2ccccc2)nc2c([nH]c3ccccc32)c1=O	-0.4	i	21	i	i	i	2	i	i	7	6
61	COc1ccc(Nc2c3c(nc4ccccc24)CCC3)c(OC)c1	-2.2	i	3	i	i	-5*	11	i	i	12	5
62	CC(C)n1cnc2c(N(C)c3cccc(Cl)c3)nc(N(CCO)CCO)nc21	-0.3	i	12	i	i	i	.	i	i	.	-4
63	CN1CCN(C(=S)NC(=O)c2ccco2)CC1	-0.2	i	-12	i	i	i	-10	i	i	-3	0
64	CCC(=O)N1CCN(c2ccc(NC(=O)c3ccc4c(c3)OCO4)cc2)CC1	-0.4	i	2	i	i	i	-17	i	i	-7	1
65	O=C(COc1nc2ccccc2nc1N1CCOCC1)Nc1ccc(S(=O)(=O)N2CCCC2)cc1	-0.1	i	10	i	i	i	-7	i	i	0	-2
66	CCC(C)(C)c1ccc(OCCCC[n+]2cccc(C)c2)c(C(C)(C)CC)c1	0.2	i	21	i	i	i	26	i	.	16	?
67	CC1=C(C#N)C(NC(=O)C2CC2)(C(F)(F)F)C(=O)N1 (stereo not drawn)	0.1	i	-20	i	i	i	-27	i	i	-8	6
